Bioassay records deposited in PubChem by several laboratories.
Rac1 GTP hydrolysis: MgcRacGAP GTPase-activating activity inhibitors, confirmation, biochemical, ADP Hunter fluorescence. MgcRacGAP-stimulated Rac1 GTP hydrolysis, ADP Hunter fluorescence; higher % means a stronger effect; GST-tagged Rac1 F28L mutant substrate. inhibition, % at 30 µM; hits with a dose series show IC50 in µM. hit rate 0.6% among 340,000;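 active = first-screen hits whose inhibition reached a set limit at any dose in the follow-up dose series; inconclusive = inhibition above the set first-screen limit but never retested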;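 note: fluorescence reports GDP produced by GAP-driven GTP hydrolysis; strong numbers were not always called active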
West Nile antiviral: West Nile virus antiviral activity, cell-based, CPE readout (AID 1621). one-dose CPE inhibition, % at 10 µM; IC50 in µM for titrated hits. West Nile virus-infected cells, CPE inhibition; higher % means a stronger effect. hit rate 0.02% among 290,000; in the data active = a potency from the dose series; inconclusive = CPE inhibition mostly from about 3.7% at the one dose, without a potency; inactive = the rest, 99 in 100 with CPE inhibition below about 2.2%; note: strong numbers were not always called active
Large T inhibition: SV40 large T antigen inhibitors, biochemical (AID 1903); SV40 large T antigen ATPase/helicase inhibition assay; higher % means a stronger effect; inhibition, % at 20 µM, or IC50 in µM where a hit was titrated; hit rate 0.39% among 310,000; in the data active = a potency from the dose series; inconclusive = inhibition mostly from about 32% at the one dose, without a potency; inactive = the rest, 99 in 100 with inhibition below about 32%; note: strong numbers were not always called active
RSV CPE inhibition: inhibition of RSV-induced cytopathic effect – HEp-2 cells, primary 10 µM value included (AID 2391) | HEp-2 cells, RSV-induced CPE inhibition; higher % means a stronger effect | CPE inhibition, % at 10 µM; hits with a dose series show IC50 in µM | hit rate 0.13% among 310,000; in the data active = a potency from the dose series; inconclusive = CPE inhibition mostly from about 23% at the one dose, without a potency; inactive = the rest, 99 in 100 with CPE inhibition below about 21%; note: strong numbers were not always called active
NTR1 agonist: NTR1-driven beta-arrestin-GFP spot formation – imaging, U2OS cells, high content, primary screen (AID 493036); hit rate 0.17% among 330,000; agonist mode; activation, % at 20 µM; P30989;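 active = activation at or above 40% of the spot to cytoplasm intensity ratio, with at least 20 cells analyzed; inconclusive = wells under 20 cells, flagged as cytotoxic or low count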;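 note: 0% = DMSO without peptide and 100% = 100 nM NTR1 peptide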
Target sequence (P30989 whole entry, looked up): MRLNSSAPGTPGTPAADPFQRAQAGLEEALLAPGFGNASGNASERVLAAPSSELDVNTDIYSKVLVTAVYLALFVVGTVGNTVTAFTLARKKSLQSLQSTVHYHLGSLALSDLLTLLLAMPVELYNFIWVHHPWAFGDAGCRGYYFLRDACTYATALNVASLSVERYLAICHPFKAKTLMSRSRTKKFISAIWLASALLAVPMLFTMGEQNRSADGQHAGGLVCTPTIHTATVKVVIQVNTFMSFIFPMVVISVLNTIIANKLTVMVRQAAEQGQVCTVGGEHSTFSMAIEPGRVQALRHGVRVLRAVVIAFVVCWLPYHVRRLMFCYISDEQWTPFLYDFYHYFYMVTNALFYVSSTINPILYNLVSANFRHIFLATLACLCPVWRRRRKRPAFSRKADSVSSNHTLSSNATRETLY
T cell modulator: modulates CD8 T cell binding to vesicles | 2C CD8+ T cell-vesicle binding, flow cytometry; active compounds read low | calls only at 7 µM | hit rate 0.068% among 330,000 | AID 2052;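 active = response, share of CD8 T cells binding vesicles, and their 90th percentile fluorescence all below set limits, cut at about 80% in these data, passing the limit was not always enough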
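material = purified 2C TCR transgenic mouse naive CD8+ T cells | controls = Unloaded micro-vesicles (low), QL9 vesicles with 0.7% DMSO (high) | detection = cytometric PE anti-B7-1 and Alexa647 anti-CD8 signals after 1% paraformaldehyde fixation | incubation = binding step 1.5 h, 37 °C, antibody labelling 20 min, ice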
UTI89 phage lysis: protection from phage-mediated lysis, alamar blue read-out – E. coli UTI89, K1F phage, bacterial capsule biogenesis inhibitors (AID 488966) | E. coli UTI89 K1F phage lysis, alamar blue, 2 h; higher % means a stronger effect | one-dose inhibition, % at 100 µM; IC50 in µM for titrated hits | hit rate 0.02% among 340,000;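 active = phage lysis inhibition, versus mean bacterial control, above a set limit; inconclusive = no clear call, values can overlap the other calls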;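 note: capsule biogenesis inhibitors block K1F phage lysis so surviving cells raise fluorescence; higher fluorescence means more inhibition of phage lysis; actives were called in the ten point dose series up to 300 µM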
Salmonella PhoP GFP: PhoP-dependent GFP reporter repression – Salmonella Typhimurium, primary screen (AID 1863); S. Typhimurium PhoP-regulated promoter GFP reporter, 4 h; higher % means a stronger effect; inhibition, % at 50 µM; hits with a dose series show IC50 in µM; hit rate 0.16% among 300,000;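 active = inhibition over 29.93%, a cutoff 3 SD above the screen mean, later confirmed by dose response; inconclusive = inhibition over 29.93% but no dose response follow-up; inactive = inhibition at most 29.93% or unconfirmed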;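 note: 0% = low Mg2+ inducing control and 100% = high Mg2+ repressing control; strong numbers were not always called active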
Dengue-2 NS5 capping: flavivirus cap methylation enzyme inhibition – biochemical, confirmation dose response, primary screen (AID 588689). Dengue-2 NS5 methyltransferase capping enzyme assay, biochemical; higher % means a stronger effect. inhibition, % at 25 µM; hits with a dose series show IC50 in µM. hit rate 0.3% among 340,000; in the data active = a potency from the dose series; inconclusive = inhibition above about 29% without an active follow-up result
T cell modulator vesicle-bound %: second read-out of T cell modulator, no call of its own (marks repeat the call); double positive events, %; measured here: CD8+ vesicle-bound cell fraction;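 binding gate set so that unloaded-vesicle control wells show 10% double positive cells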
NTR1 agonist cell count 20 µM: second read-out of NTR1 agonist, no call of its own (marks repeat the call); cell count; measured here: cell count, cytotoxicity flag
Dengue-2 NS5 capping pilot replicate: further read-out of Dengue-2 NS5 capping, marked with its call; inhibition, %; measured here: pilot screen replicate inhibition
The depositor's hits bear a star; i = inactive; ? = inconclusive; / = no result given; [ ] = dose if it differs, or a comment.

SMILES | Rac1 GTP hydrolysis | West Nile antiviral | Large T inhibition | RSV CPE inhibition | NTR1 agonist | NTR1 agonist cell count 20 µM | T cell modulator | T cell modulator vesicle-bound % | UTI89 phage lysis | Salmonella PhoP GFP | Dengue-2 NS5 capping | others
NC1=NC(=O)C(CC(=O)c2ccc(Cl)cc2)S1 (stereo not given) | 7% | -0.5% | 9% | 0.1% | -1.8 | 54 | i | 37 | 0.1% | 11% | 3%
Cc1ccc(C)c(OC(=O)c2cccnc2)c1 | 7% | -0.4% | 8% | 0.7% | -0.1 | 69 | i | 61 | 0.7% | -5% | /
C/C(N)=C(/C#N)C(=O)COC(=O)CCC1CCCC1 | 1% | 0.1% | 5% | 0.8% | -2.3 | 49 | i | 39 | 1.8% | -4% | 4%
CCCCn1c(-c2ccccc2)nnc1-c1ccccc1 | 4% | -0.1% | -6% | 1.5% | 4.9 | 64 | i | 6 | -0.2% | 9% | -2%
COc1ccccc1NC(=O)C[n+]1ccccc1C | 8% | -0.3% | 9% | -0.5% | 0.4 | 62 | i | 41 | 1.4% | 18% | /
Cc1nn(Cc2ccc(F)cc2)c(C)c1NC(=O)c1nn(C)cc1Cl | 8% | -0.6% | 9% | 0.0% | -1.3 | 79 | i | 14 | 2.0% | 0% | 2%
COc1ccc(OCc2cccc(C(=O)Nc3ccc(CN4CCCCC4)cc3)c2)cc1 | 16% | 13% | 8% | 1.6% | 0.7 | 44 | i | 41 | 12% | 3% | -4%
CC(C)CN(C(=O)COC(=O)CCCc1c[nH]c2ccccc12)c1c(N)n(Cc2ccccc2)c(=O)[nH]c1=O | 8% | -0.1% | 4% | -0.1% | 0.8 | 55 | i | 68 | 0.1% | -5% | 2%
COC(=O)CN1C(=O)C(O)(CC(=O)c2ccccc2)c2ccccc21 (stereo not given) | 9% | 0.6% | 6% | 2.5% | 2.4 | 42 | i | 4 | 0.4% | 0% | -1%
CS(=O)(=O)CCC(C(=O)OCc1ccc(Cl)cc1)N1C(=O)c2ccccc2C1=O (stereo not given) | -4% | 0.2% | -18% | 0.5% | -2.1 | 54 | i | 32 | 0.1% | -9% | -2%
COc1ccc([C@H]2CC(=O)C=C(/C=C/c3ccc(Cl)cc3)C2)cc1 | 9% | / | / | 5.5% | 3.7 | 61 | i | 28 | -0.2% | / | -4%
CCOc1ccc(C(=O)N2CCN(c3ncccn3)CC2)cc1 | 8% | / | 8% | 2.5% | -0.3 | 52 | i | 29 | 0.9% | / | 2%
CCN(CC)CCOc1c(Br)ccc2c1sc1nc3n(c(=O)c12)CCC3 | 27% | -0.6% | 16% | -1.8% | -0.3 | 38 | i | 51 | 3.6% | -13% | -11%
Cn1c(SCc2ccc(F)cc2)nnc1-c1ccncc1 | 9% | -0.5% | -1% | 0.3% | -0.5 | 92 | i | 24 | -0.4%[50 µM] | 13% | -4%
Cc1ccc(/C=N/NC(=O)c2nnn(-c3nonc3N)c2CN(C)C)o1 | 5% | 0.3% | 5% | 0.8% | 1.3 | 38 | i | 23 | -0.8% | 3% | 1%
CCO[C@H]1OC(C(=O)N2CCCCCCC2)=C[C@@H](C2CCCCC2)[C@@H]1CCCO | 11% | -1.1% | 5% | -3.9% | 14 | 89 | i | 28 | -0.1% | 7% | -6%
CCN(CC)CC(O)COCCC12CC3CC(CC(C3)C1)C2 (stereo not given) | 0% | -0.5% | 2% | -2.5% | 1.3 | 29 | i | 8 | 0.0% | -5% | -1%
Cc1ccc(C(=O)OC(C)C(=O)NC2CCCCC2C)s1 (stereo not given) | 2% | / | / | 0.1% | 1.1 | 61 | i | 44 | 0.7%[50 µM] | / | -9%
CSc1ncccc1C(=O)N1CCN(S(=O)(=O)c2ccc(F)cc2)CC1 | 8% | -0.4% | 9% | 2.6% | 1.0 | 37 | i | 16 | 0.2% | -3% | 1%
CC(c1ccccc1)n1c(N2CCN(C)CC2)nc2c1c(=O)[nH]c(=O)n2C (stereo not given) | 10% | 0.7% | 1% | 1.2% | -1.0 | 52 | i | 56 | -0.1% | 2% | -14%
COc1ccc(CC(=O)Nc2nc3ccc(F)cc3s2)cc1S(=O)(=O)N1CCOCC1 | 12% | 1.0% | 2% | -1.9% | -1.7 | 28 | i | 45 | -0.4% | 1% | 3%
O=C(CCNC(=O)c1ccc(Br)cc1)NCCCc1ccccc1 | 4% | / | 28% | -0.7% | -1.5 | 67 | i | 44 | 0.8%[50 µM] | -5% | -4%
CCN(CC)c1nc2n(c(=S)n1)CCS2 | -2% | -0.3% | 1% | 1.5% | -0.8 | 43 | i | 20 | 1.4% | 7% | -10%
COc1ccc(N(CC(=O)Nc2cccnc2)S(=O)(=O)c2ccc(C)cc2)cc1Cl | 9% | -0.7% | 7% | 5.5% | 2.0 | 42 | i | 18 | 0.5% | 4% | -11%
CN(C)CCCNC(=O)c1ccc(=O)[nH]n1 | 12% | 0.7% | 4% | 2.3% | -0.8 | 64 | i | 49 | 0.1% | -2% | -6%
O=C1c2ccccc2S(=O)(=O)N1Cc1ccccc1[N+](=O)[O-] | 0% | 0.0% | 11% | 0.8% | 0.4 | 64 | i | 65 | 0.2% | -2% | 1% | Dengue-2 NS5 capping pilot replicate=-5.8
CC1CCc2c(sc3ncnc(NCCN4CCOCC4)c23)C1 (stereo not given) | 7% | 0.8% | / | 0.4% | 4.9 | 56 | i | 43 | -0.3% | -5% | -3%
Cc1ccc(OCC(=O)Nc2cccc(S(=O)(=O)NC3=NCCCCC3)c2)cc1C | 8% | 0.6% | 13% | 3.9% | 1.8 | 74 | i | 19 | 0.1% | 14% | 2%
O=C(C(Sc1ccccc1)c1ccccc1)N1CCN(c2ccccc2F)CC1 (stereo not given) | 3% | -0.3% | 7% | 2.3% | 1.5 | 56 | i | 48 | -0.2% | -3% | -10%
CCOC(=O)CN1C(=O)COc2ccc(C(C)(C)C)cc21 | 10% | 0.3% | 7% | / | 2.1 | 86 | i | 35 | -0.8% | -10% | -5%
CN(C)CCCNC(=S)N(CCCO)Cc1cc2cc3c(cc2[nH]c1=O)OCO3 | 12% | -0.3% | 12% | 0.5% | -0.6 | 50 | i | 63 | 1.2% | 2% | -5%
CCCCNC(=O)Cn1c(=O)c2c(ncn2CC)n(Cc2ccccc2)c1=O | 4% | 0.2% | 5% | 1.5% | -1.3 | 75 | i | 42 | 0.1% | -7% | -1%
CCc1ccc(NC(=O)[C@H](Cc2c[nH]c3ccccc23)NC(=O)[C@@H]2Cc3ccccc3CN2)cc1 | -2% | ? | 7% | 5.8% | 1.6 | 81 | i | 23 | 0.3% | 3% | 3%
Cc1cccc(C)c1NC(=O)c1cn(-c2ccccc2)nc1-c1ccccc1 | -9% | -0.3% | 6% | 1.6% | 4.3 | 64 | i | 40 | -1.3% | -5% | -4%
Cc1ccsc1C(=O)OCC(=O)c1cc(C)n(C)c1C | 0% | / | / | / | -3.0 | 35 | i | 30 | 0.7%[50 µM] | / | -4%
Cc1sc(NC(=O)CSC2=NCCS2)nc1-c1ccccc1 | 2% | 1.2% | 0% | 11% | 3.1 | 52 | i | 32 | 2.7% | 10% | 0%
CC1=C(C(=O)OC2CCCCC2)C(c2cccc([N+](=O)[O-])c2)NC(=O)N1 (stereo not given) | 5% | -0.6% | 11% | 16% | 0.9 | 77 | i | 7 | -0.6%[50 µM] | -5% | 1%
CS(=O)(=O)c1ccc(Cl)c(NC(=O)COC(=O)c2cccc(C#N)c2)c1 | -7% | / | 2% | 3.2% | 0.6 | 39 | i | 28 | -0.9% | 3% | -3%
COC(=O)c1c(NC(=O)Cc2cccs2)sc(C)c1C | 9% | 0.0% | 4% | 1.8% | 9.0 | 59 | i | 36 | 7.1% | -16% | 3%
C/C(=N\NC(=O)c1nn(C)c(C)c1Br)c1ccc(NC(=O)c2ccc(C)s2)cc1 | 0% | -0.9% | 25% | 1.8% | -1.7 | 90 | i | 36 | -0.2% | -7% | -1%
COC(C[C@H]1O[C@H]1[C@@H](O)[C@@H](C)OCc1ccccc1)OC | 8% | -0.1% | / | / | -1.0 | 51 | / | / | -0.2% | -3% | 1%
O=c1[nH]c2cc([N+](=O)[O-])c(NCCO)c([N+](=O)[O-])c2[nH]1 | / | 0.4% | 2% | 0.1% | -1.1 | 88 | i | 65 | / | 5% | /
COc1cc(/C=C2\SC(=S)N(Nc3ccccc3)C2=O)ccc1O | 56µM* | -0.4% | 25% | 21% | -3.1 | 65 | i | 53 | -2.6%[50 µM] | 2% | 8%
Cc1cc(C)n2ncc(C(=O)NCCc3ccccc3)c2n1 | 6% | -0.3% | 11% | 0.9% | 1.2 | 69 | i | 40 | 1.7% | 2% | -2%
Cc1cc(C)nc(Nc2cccc(Cl)c2)n1 | 9% | -0.7% | 8% | 2.1% | 1.4 | 66 | i | 53 | 0.3% | -1% | -3% | Dengue-2 NS5 capping pilot replicate=-2.1
CS(=O)(=O)c1ccc(C(=O)Nc2cc(-c3ccccc3)nn2-c2ccccc2)cc1 | 4% | / | 7% | 2.0% | -2.2 | 99 | i | 18 | 1.8% | / | 2%
Fc1ccccc1/C=C1\CCCC2=C1NC(=S)NC2c1ccccc1F (stereo not given) | 29% | -0.7% | 28% | 14% | 4.2 | 51 | i | 38 | -0.6% | -2% | 4%
Fc1cccc(/C=N/Nc2ccccn2)c1 | -7% | -1.1% | 10% | 2.0% | -0.3 | 48 | i | 37 | 0.4% | 10% | -2%
O=C(N1CCOCC1)N1CCN(C(=O)N(c2ccccc2)c2ccccc2)CC1 | 4% | -0.3% | 6% | -0.2% | 0.2 | 52 | i | 25 | 0.2% | 7% | -6%
O=C(NCCCn1ccnc1)c1ccc(Cl)s1 | 3% | -0.7% | 6% | 1.6% | 0.0 | 67 | i | 66 | 2.1%[50 µM] | 6% | -5%
CCOc1ccc(C(=O)NCCC(=O)N2CCC3(CC2)NCCc2[nH]cnc23)cc1 | 7% | -0.2% | 14% | -1.1% | -1.2 | 67 | i | 34 | 1.1% | -5% | -4%
